Mdm2-MdmX inh = inhibitors of human Mdm2/MdmX interaction | SaOS-2 split-luciferase Mdm2/MdmX complementation, luminescence | O15151+Q00987 | inhibition, % at 8 µM | 3% of 330,000 active;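 active = inhibition of at least 50% at 8 µM in the primary screen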
Target sequence (O15151 whole entry, looked up): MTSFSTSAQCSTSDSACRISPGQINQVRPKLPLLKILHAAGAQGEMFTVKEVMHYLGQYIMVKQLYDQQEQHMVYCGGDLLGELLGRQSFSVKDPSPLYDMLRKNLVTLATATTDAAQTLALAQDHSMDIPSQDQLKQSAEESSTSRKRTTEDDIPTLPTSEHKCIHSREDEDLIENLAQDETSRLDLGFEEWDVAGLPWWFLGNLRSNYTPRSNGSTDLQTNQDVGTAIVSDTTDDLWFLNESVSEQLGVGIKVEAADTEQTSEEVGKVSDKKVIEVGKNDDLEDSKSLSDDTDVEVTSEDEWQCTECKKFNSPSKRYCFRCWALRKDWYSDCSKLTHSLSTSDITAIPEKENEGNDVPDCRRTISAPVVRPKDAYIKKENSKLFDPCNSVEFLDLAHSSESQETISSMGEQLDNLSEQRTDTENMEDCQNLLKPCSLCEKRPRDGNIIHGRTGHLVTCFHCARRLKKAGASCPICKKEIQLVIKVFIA
Target sequence (Q00987 whole entry, looked up): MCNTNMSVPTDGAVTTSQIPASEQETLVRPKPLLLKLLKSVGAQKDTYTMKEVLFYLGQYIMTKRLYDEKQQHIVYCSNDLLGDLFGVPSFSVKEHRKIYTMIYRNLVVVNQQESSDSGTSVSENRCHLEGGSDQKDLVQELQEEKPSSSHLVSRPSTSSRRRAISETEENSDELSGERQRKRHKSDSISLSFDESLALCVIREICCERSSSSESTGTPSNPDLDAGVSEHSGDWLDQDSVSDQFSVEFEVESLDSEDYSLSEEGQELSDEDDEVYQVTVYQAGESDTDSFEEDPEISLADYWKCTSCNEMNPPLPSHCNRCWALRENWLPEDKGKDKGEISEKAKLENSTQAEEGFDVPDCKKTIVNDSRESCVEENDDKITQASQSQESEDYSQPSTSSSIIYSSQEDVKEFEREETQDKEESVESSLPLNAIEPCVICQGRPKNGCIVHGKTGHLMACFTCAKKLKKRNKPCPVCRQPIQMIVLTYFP
tim10-1 inh = growth inhibitors of tim10-1 mutant yeast; S. cerevisiae tim10-1 ts strain growth, BacTiter-Glo, 24 h; AID 463190; inhibition, % at 20 µM; 2.2% of 330,000 active;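 active = inhibition of at least 40%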;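 also: mutant grown at 25 °C; 0% = DMSO wells with yeast and 100% = wells holding no yeast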
tim23-1 inh = growth inhibitors of tim23-1 mutant yeast. S. cerevisiae tim23-1 growth, BacTiter-Glo luminescence, 24 h. inhibition, % at 20 µM. 1.3% of 330,000 active;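 active = growth inhibition of the mutant yeast at or above 50%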;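 also: temperature-sensitive mutant grown at 25 °C; plate controls were DMSO-treated mutant yeast for no effect and medium wells lacking yeast for full effect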
XBP1 UPR activ = adaptive UPR (XBP1) activation | CHO-XBP1 luciferase reporter, IRE1-XBP1 UPR activation, luminescence; percent of tunicamycin response, DMSO as zero | activation, % at 20 µM | 0.33% of 330,000 active;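 active = versus positive control, 20 µM dose yields 30% or more activation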;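 also: 100% = tunicamycin at 10 µg/mL and 0% = DMSO only wells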
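Signal: luciferase luminescence; Assay system: CHO-XBP1 luciferase reporter cells; Amount: one thousand reporter cells per well; Dosing: 20 µM single concentration, DMSO 1%; Benchmarks: high control tunicamycin 10 µg/mL final, low control DMSO vehicle only; Schedule: 6 h compound exposure at 37 °C, 5% CO2; Evaluation: percent activation relative to tunicamycin reference.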
Jurkat NFkB inh = lowers PMA/ionomycin-induced NF-kB signal in Jurkat cells | 0.53% of 330,000 active | PMA/ionomycin-induced NF-kB luciferase reporter, luminescence | inhibition, % at 4 µM | AID 435003; in the data active = inhibition above about 50%
697 NFkB inh = lowers PMA/ionomycin-induced NF-kB signal in 697 B cells. 697 B-cell NF-kB luciferase reporter, 16 h. inhibition, % at 4 µM. 0.33% of 330,000 active. AID 435022; in the data active = inhibition above about 35%
CHOP UPR activ = activators of apoptotic arm of unfolded protein response (CHOP) | AID 449763 | CHO-CHOP luciferase reporter, UPR activation, luminescence; percent of tunicamycin response over DMSO baseline | 0.34% of 330,000 active | activation, % at 10 µM;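 active = at 10 µM dose, activation of 40% or more, normalized to positive control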;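 also: 100% = tunicamycin at 10 µg/mL and 0% = DMSO alone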
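assay system = CHO CHOP reporter cells | amount = 500 CHO-CHOP cells per well | buffer or medium = F12 with 10% FBS | incubation = 16-18 h cell attachment, then 6 h compound exposure, 37 °C | detection = luminescence read with Steady-Glo | read-out = percent activation relative to tunicamycin control | controls = tunicamycin high control, DMSO low control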
TIM10 inh = inhibits growth of TIM10 yeast strain. AID 463195. inhibition, % at 10 µM. S. cerevisiae TIM10 strain growth, BacTiter-Glo luminescence, 24 h. 1.4% of 330,000 active;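 active = inhibition of 40% or more at the single tested concentration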;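 also: wild-type TIM10 isogenic control strain grown at permissive 25 °C; 0% = DMSO yeast wells and 100% = minimal medium wells without yeast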
Numbers without * were called inactive.

SMILES | Mdm2-MdmX inh | tim10-1 inh | tim23-1 inh | XBP1 UPR activ | Jurkat NFkB inh | 697 NFkB inh | CHOP UPR activ | TIM10 inh
O=C(NC1CCN(C(=S)NCc2ccco2)CC1)C12CC3CC(CC(C3)C1)C2 | 11 | 5 | -10 | -3 | -12 | -4 | 0.4 | 8
O=C1c2ccccc2S(=O)(=O)c2cc(C(=O)N3CCN(c4ccccc4)CC3)ccc21 | 48 | 10 | 26 | -1 | 1 | -1 | 1.6 | 6
CCc1ccc(N(C2C=CS(=O)(=O)C2)S(=O)(=O)c2ccc(C)cc2)cc1 (stereo not drawn) | -24 | 12 | 14 | -2 | 15 | 26 | 1.9 | -6
CC(=O)Nc1ccc(NC(=O)CC23CC4CC(CC(C4)C2)C3)cc1 | 25 | -3 | 21 | 3 | -6 | 9 | -0.9 | 25
CC(C)CC(NC(N)=O)C(=O)NCc1ccc(Cl)cc1 (stereo not drawn) | 13 | 15 | 3 | -2 | 2 | -18 | 2.4 | 3
CN(Cc1nc2ccc(F)cc2[nH]1)Cc1c(C(=O)N(C)C)nc2ccc(Cl)cn12 | 9 | 15 | 1 | -3 | 8 | -3 | -0.2 | -3
c1ccc(C2CC(c3cccs3)=NN2c2ccccc2)cc1 (stereo not drawn) | -30 | 24 | 28 | -1 | -8 | -19 | 0.7 | 25
O=S(=O)(Cc1ccc(Cl)cc1)C1CCCCC1O (stereo not drawn) | 14 | -11 | -12 | 1 | 9 | 4 | -0.9 | -17
COc1ccc(NC(=O)CSc2nc(N)c(-c3ccccc3)c(=O)[nH]2)cc1 | -5 | 14 | 7 | -2 | 1 | 11 | -0.9 | 16
CCSc1ccccc1C(=O)N=C1NC(=O)CC2C(=O)NCCN12 (stereo not drawn) | 13 | 6 | -2 | -5 | -4 | 7 | -0.2 | -6
CCCCCCSc1ccc([C@@H]2[C@H]3C(=O)N(CC)C(=O)[C@H]3[C@]3(C(=O)OC)CCCN23)cc1 | 31 | 29 | 34 | -2 | 11 | 21 | -0.7 | 15
Cc1nc2sccn2c(=O)c1Cl | 12 | -9 | 13 | -6 | 1 | 14 | 0.1 | 1
CCc1cccc(CC)c1-n1c(SCC(=O)N2CCc3ccccc3C2)nnc1-c1cccnc1 | 2 | 20 | 21 | -1 | -13 | -26 | 0.6 | 20
Cc1ccccc1N/C(SCc1ccc(Cl)cc1)=C(/C#N)C(=O)NCc1ccco1 | 17 | 29 | 22 | -3 | -14 | -11 | -2.3 | 3
Cc1ccc(NC(=O)CC2S/C(=N/c3nccs3)N(C)C2=O)cc1C (stereo not drawn) | 12 | 8 | -6 | -1 | 9 | -6 | 0.1 | 12
CC(C)c1ccc(/C=C(\NC(=O)c2ccccc2)C(=O)NCCCn2ccnc2)cc1 | -4 | 24 | 5 | -6 | 5 | 0 | 2.6 | 2
CCCC[C@@H]1C[C@H]1[C@@H](NC(=O)c1cccs1)c1ccc(Cl)cc1 | 1 | 2 | 25 | -2 | 16 | 11 | -0.1 | 21
CCCN(CCC)CCCNC(=O)C1CCC(CNS(=O)(=O)c2cccc3nsnc23)CC1 (stereo not drawn) | -5 | -19 | -11 | -3 | -8 | -8 | -1.7 | 9
COc1ccc(C2C(C#N)=C(N)OC3=C2C(=O)CCC3)c(OC)c1OC (stereo not drawn) | 22 | -2 | -16 | 0 | -4 | -6 | 0.1 | 7
CC(=O)N1CCN(c2ccc(NC(=S)NC(=O)COc3ccc(C(C)(C)C)cc3)cc2)CC1 | 12 | 7 | 16 | -1 | 16 | -48 | 6.8 | -1

One compound at a time, as listed above. Order of screens: Mdm2-MdmX inh	tim10-1 inh	tim23-1 inh	XBP1 UPR activ	Jurkat NFkB inh	697 NFkB inh	CHOP UPR activ	TIM10 inh
`CC(=O)Nc1ccc(NC(=O)CC23CC4CC(CC(C4)C2)C3)cc1` in the list: 25	-3	21	3	-6	9	-0.9	25
`CCCC[C@@H]1C[C@H]1[C@@H](NC(=O)c1cccs1)c1ccc(Cl)cc1` in the list: 1	2	25	-2	16	11	-0.1	21
`COc1ccc(C2C(C#N)=C(N)OC3=C2C(=O)CCC3)c(OC)c1OC` (stereo not drawn) in the list: 22	-2	-16	0	-4	-6	0.1	7
`c1ccc(C2CC(c3cccs3)=NN2c2ccccc2)cc1` (stereo not drawn) in the list: -30	24	28	-1	-8	-19	0.7	25

Another view of part of the listing above:
Molecule	Mdm2-MdmX inh	tim10-1 inh	tim23-1 inh	XBP1 UPR activ	Jurkat NFkB inh	697 NFkB inh	CHOP UPR activ	TIM10 inh
Cc1ccc(NC(=O)CC2S/C(=N/c3nccs3)N(C)C2=O)cc1C (stereo not drawn)	12	8	-6	-1	9	-6	0.1	12
CC(=O)Nc1ccc(NC(=O)CC23CC4CC(CC(C4)C2)C3)cc1	25	-3	21	3	-6	9	-0.9	25

(list continues)
SMILES | Mdm2-MdmX inh | tim10-1 inh | tim23-1 inh | XBP1 UPR activ | Jurkat NFkB inh | 697 NFkB inh | CHOP UPR activ | TIM10 inh
O=C(Nc1c(Cl)ccc2nsnc12)c1cccnc1 | 3 | -10 | 17 | -1 | -4 | 5 | -1.6 | 1
CCc1nnc(NC(=O)CSc2nnc(-c3ccc(OC)cc3)n2C)s1 | 14 | 14 | 6 | 1 | -1 | 10 | -3.3 | 14
CN(Cc1cccs1)C(=O)Cc1c[nH]c2ccccc12 | -17 | 15 | 8 | 1 | -10 | 1 | 0.1 | 20
CCc1cc(=O)oc2c3c(cc(OCC(=O)N[C@H](C(=O)O)[C@H](C)CC)c12)OC(C)(C)CC3 | 0 | 12 | 19 | 0 | 9 | 18 | -3.2 | -8
COc1ccccc1S(=O)(=O)Cc1ccc(C(=O)N2CCN(c3ccccn3)CC2)o1 | 30 | -9 | -3 | -2 | -6 | -9 | 1.5 | 0
Cc1nc(-c2ccc(Cl)cc2)sc1C1(C)CC(c2ccccc2F)=NO1 (stereo not drawn) | 3 | -49 | -7 | 3 | -19 | 2 | 1.2 | -20
COCCNC(=S)N(CCc1c(C)[nH]c2ccccc12)Cc1cccnc1 | 5 | 26 | 19 | -4 | -25 | -14 | -1.4 | -12
CC(C)(C)c1ccc(C(=O)c2c[nH]c(C(=O)NCCCn3ccnc3)c2)cc1 | 15 | 10 | 6 | 3 | -9 | -47 | 3.1 | -3
N#Cc1ccc(C(=O)OCCCc2cc3ccccc3c(=O)o2)cc1 | 21 | -27 | 15 | -1 | 5 | 17 | 1.9 | -26
Cc1ccc(S(=O)(=O)N2CCC(=O)CC2)cc1 | 9 | 9 | 2 | -4 | 14 | -2 | -0.4 | 11
Cc1cccc2cc(C(c3nnnn3Cc3ccccc3)N3CCN(C)CC3)c(=O)[nH]c12 (stereo not drawn) | 8 | 0 | 5 | -1 | 5 | 11 | 0.2 | 8
O=C(C1=C[C@H](c2ccc(Br)cc2)C[C@H](OCCCCO)O1)N1CCN(Cc2ccc3c(c2)OCO3)CC1 | -5 | 17 | 25 | 3 | 16 | 1 | 0.2 | 15
CCN(C(=O)COC(=O)CCc1ccccc1OC)c1c(N)n(Cc2ccccc2)c(=O)[nH]c1=O | 11 | 2 | 12 | 0 | -11 | -1 | -1.4 | -2
O=S(=O)(Nc1nc2ccccc2nc1N1CCN(c2ccccc2)CC1)c1ccc(F)cc1 | 23 | 13 | 31 | -3 | 8 | 7 | 1.2 | 15
O=C1CCC(C(=O)N2CCCO2)CN1Cc1cccc(C(F)(F)F)c1 (stereo not drawn) | -19 | 13 | -9 | 3 | -23 | -19 | 2.2 | -8
CCc1cccc(CC)c1-n1c(SCC(=O)c2c(N)n(C)c(=O)n(C)c2=O)nnc1-c1cccnc1 | 34 | 7 | -16 | -1 | -5 | -8 | -1.5 | -17
Cc1ccc(NC(=O)c2ccc(NCCCN3CCC(C)CC3)c([N+](=O)[O-])c2)cc1F | 60* | -12 | -8 | -1 | 23 | 19 | 1.4 | -15
O=C(NCC(c1ccco1)N1CCN(c2ccccc2F)CC1)c1cccs1 (stereo not drawn) | -3 | 24 | 30 | 0 | 1 | -4 | 0.1 | 9
CSC1=C(C#N)C(c2ccc(C)cc2)C2=C(CCCC2=O)N1 (stereo not drawn) | 17 | 8 | -1 | -1 | 1 | 4 | 1.2 | 1
Cc1ccc(CNC(=O)CCSCc2ccc(C)cc2)cc1 | 7 | 15 | 27 | -4 | 13 | 18 | 1.6 | 23
CC1(c2ccc(OC(F)F)cc2)NC(=O)N(CC(=O)Nc2ccccc2)C1=O (stereo not drawn) | -42 | -9 | 1 | 10 | -7 | -15 | 4.3 | -14
O=C(Oc1ccccc1C(=S)N1CCCCC1)c1cc([N+](=O)[O-])cc([N+](=O)[O-])c1 | 30 | 39 | 36 | 0 | 6 | 3 | -1.3 | 23
CCOc1ccc(OCCSc2nc(C)cc(=O)[nH]2)cc1 | 21 | 14 | 27 | 0 | -11 | -49 | 4.1 | 7
Cc1nnc2ccc(-c3ccc(NC(=O)c4cccnc4Cl)cc3)nn12 | 32 | -3 | -5 | -1 | 10 | 21 | -0.8 | 17
CS(=O)(=O)c1ccc2nc(NC(=O)CCS(=O)(=O)c3ccccc3)sc2c1 | 78* | 8 | 8 | -2 | 14 | 8 | 1.8 | 19
O=c1cc(CSc2nc(NCc3ccccc3)c3ccccc3n2)nc2ccc(Cl)cn12 | 19 | 8 | -3 | 1 | 2 | 2 | 1.8 | 11
CC1=NOC(=O)/C1=C\c1ccc(-c2cc(Cl)ccc2Cl)o1 | 100* | 51* | 79* | -8 | 36 | -2 | 69* | 14
CC(C)n1nc(C(=O)Nc2ccc3c(c2)OCO3)c2ccccc2c1=O | 25 | 5 | 9 | 6 | -14 | 3 | 2.8 | -3
CC(C)CNC(=S)NC1CC2CCC(C1)N2Cc1ccccc1 (stereo not drawn) | 0 | -10 | 8 | -3 | -8 | -10 | 2.5 | -12
O=C1CN(S(=O)(=O)c2cccc(C(=O)O)c2)c2ccccc2N1 | 7 | 10 | 4 | -2 | -11 | 1 | 3.0 | -14
NNC(=O)C1CC1(c1ccccc1)c1ccccc1 (stereo not drawn) | 6 | 17 | 25 | -1 | 3 | -1 | 0.3 | 19
CC(/C=C/c1ccccc1)=N\NC(=S)NC(C)C | -17 | 32 | 21 | 0 | -34 | -29 | 1.9 | 35
CCC(CO)Oc1cc(NCc2ccccc2C(F)(F)F)c2ncn(C(C)C)c2c1 (stereo not drawn) | 42 | 6 | 35 | -1 | -5 | -16 | 0.3 | 3
CCOC(=O)[C@H]1[C@H]2COc3ccccc3[C@@H]2N2C(=O)c3cc(OC)ccc3NC(=O)[C@@]12C | 6 | 23 | 0 | -4 | 3 | 3 | -0.2 | 0
CCc1ccc(NC(=O)Cn2cnc3sc(C)c(S(=O)(=O)N4CCOCC4)c3c2=O)cc1 | -6 | -19 | 3 | 0 | 15 | 11 | -0.3 | 2
COc1ccc(CC(=O)N(CCC2=CCCCC2)c2c(N)n(Cc3ccccc3)c(=O)[nH]c2=O)cc1OC | 11 | 14 | 4 | -3 | -5 | 1 | 1.7 | 4
Nc1c(C(=O)Nc2ccc(F)cc2)nnn1-c1cccc(C(F)(F)F)c1 | 16 | 2 | 5 | 0 | -15 | 6 | 5.2 | 2
O=C(CSc1nnc(COc2ccccc2)o1)N1CCN(c2ccccc2)CC1 | -10 | 22 | -5 | 2 | 2 | 4 | -0.2 | -18
COc1ccc(F)cc1S(=O)(=O)NCC(c1ccco1)N1CCc2ccccc2C1 (stereo not drawn) | 17 | 29 | 30 | -1 | -11 | -13 | 1.1 | 6
CCN(C(=O)Cn1c(Cl)nc2c1c(=O)n(C)c(=O)n2C)C1CCCCC1 | -32 | 10 | 18 | 1 | 8 | -11 | -0.7 | 12
Cn1c(SCC(=O)NC2CC2)nnc1-c1cccc(NC(=O)c2ccccc2F)c1 | 13 | 5 | 2 | -3 | 8 | 2 | -0.6 | 8
O=C(Cn1c2ccccc2c(=O)c2ccccc21)N/N=C/c1cc([N+](=O)[O-])ccc1N1CCCCC1 | 10 | 15 | 13 | -2 | 12 | -22 | 3.0 | -5
